Screens (PubChem BioAssay)
HEK293 tox = kills HEK 293 cells. HEK 293 viability, ATP luminescence (CellTiter-Glo), 48-72 h. Potency, µM (top dose mostly 115 µM), without a hit: at the highest dose activity change, negative = cytotoxicity, usual class: inhibitors. actives 6.6% (n = 94,000); further: potency means the concentration at half of the fitted maximal effect; nearly all actives have a fitted effect of over 60% in size
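Viability of HEK 293 cells, plated at 250 cells/well, was judged by cellular ATP after compound treatment for 48 or 72 hr. Luminescence was imaged 10 min after CellTiter-Glo addition at room temperature.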
IP6K1 inh = blocks human inositol hexakisphosphate kinase 1. Q92551. AID 1645851. actives 0.81% (n = 140,000). IP6K1 kinase, ADP-Glo luminescence, 2 h; stronger effect = lower value. activity change, % (series mostly up to about 58 µM); in the data active means activity change below about -25%
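ADP-Glo luminescence measures ADP made by human IP6K1 during a 2 h RT reaction with ATP/IP6 (mix at 1.3 mM/130 uM); top library doses 57.5 and 19.1 uM final.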
HEK293 viab = cell viability loss counter-screen; HEK-293-SNCA-luc viability, GF-AFC fluorescence, 24 h; Potency, µM (doses to about 57.1 µM), without a hit: at the top dose activity change, negative = cytotoxicity, usual class: cytotoxic; actives 0.12% (n = 150,000);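 further: potency means the concentration at half of the fitted maximal effect; 0% = DMSO-treated cells and -100% = medium-only wells without cells; nearly all actives have a fitted effect of over 30% in size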
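Cytotoxicity counterscreen: after 24 h compound treatment of genome-edited SNCA-luciferase HEK-293 cells, live-cell protease substrate GF-AFC read by fluorescence after 30 min; activity scaled between DMSO (0%) and medium-only (-100%), curves Hill-fitted.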
GPT2 inhibitor = inhibitors of human GPT2 alanine aminotransferase | Q8TD30 | Recombinant GPT2, coupled pyruvate oxidase/HRP Amplex Red fluorescence | Potency, µM (top dose mostly 57.7 µM), without a hit: top-dose activity change, negative = inhibition, most hits filed as inhibitors | actives 0.25% (n = 100,000) | AID 1671188; further: potency means the concentration at half of the fitted maximal effect; nearly all actives have a fitted effect of over 60% in size; many of its hits are not listed in these tables
Target sequence (Q8TD30 whole entry, looked up): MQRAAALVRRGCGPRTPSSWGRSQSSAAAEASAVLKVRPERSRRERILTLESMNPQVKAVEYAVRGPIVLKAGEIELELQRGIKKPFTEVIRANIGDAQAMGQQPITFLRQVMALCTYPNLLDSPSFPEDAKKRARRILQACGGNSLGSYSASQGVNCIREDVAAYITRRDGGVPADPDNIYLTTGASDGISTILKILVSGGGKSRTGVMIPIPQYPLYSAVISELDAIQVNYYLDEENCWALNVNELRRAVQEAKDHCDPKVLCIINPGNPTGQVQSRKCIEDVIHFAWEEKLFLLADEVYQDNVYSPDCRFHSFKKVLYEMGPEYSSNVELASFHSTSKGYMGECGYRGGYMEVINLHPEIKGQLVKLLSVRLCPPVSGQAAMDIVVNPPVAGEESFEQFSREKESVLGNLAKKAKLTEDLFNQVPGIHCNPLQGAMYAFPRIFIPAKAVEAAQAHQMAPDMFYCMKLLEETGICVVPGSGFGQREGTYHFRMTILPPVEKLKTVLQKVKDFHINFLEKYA
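Recombinant GPT2 (10ng/uL) with 250uM a-KG and 2mM L-alanine, 30 min at room temperature, in HEPES pH 7.5 buffer. Pyruvate detected by pyruvate oxidase/HRP/Amplex Red fluorescence after 30 min in the dark; AOA (50uM) as positive control.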
SNCA expr inh = inhibitors of alpha-synuclein (SNCA) gene expression; AID 1671194; actives 0.17% (n = 140,000); HEK-293 SNCA-luciferase knock-in, luminescence, 24 h; Potency, µM (doses to about 57.2 µM), without a hit: top-dose activity change, negative = inhibition, hits mostly inhibitors;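 further: potency means the concentration at half of the fitted maximal effect; plate controls were DMSO cells for no effect and cell-free wells for full effect; nearly all actives have a fitted effect of over 45% in size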
NIH3T3 tox = kills NIH 3T3 cells. NIH 3T3 viability, CellTiter-Glo ATP luminescence, 48-72 h. Potency, µM (series often up to 96.7 µM), without a hit: at the highest dose activity change, negative = cytotoxicity, usual class: inhibitors. actives 4.3% (n = 94,000). AID 1345082; further: potency means the concentration at half of the fitted maximal effect; nearly all actives have a fitted effect of over 55% in size
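Cytotoxicity is measured as loss of cellular ATP: NIH 3T3 cells (400/well) are exposed to compound for 48 or 72 hr at 37 °C, then CellTiter-Glo luminescence is imaged after 10 min at room temperature.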
FLuc inh = inhibitors of firefly (Photinus pyralis) luciferase; actives 2.5% (n = 76,000); purified P. pyralis luciferase, luminescence, biochemical; Potency, µM (top dose mostly 115 µM), inactives show at the top dose activity change, negative = inhibition, usual class: inhibitors; P08659; further: potency means the concentration at half of the fitted maximal effect; nearly all actives have a fitted effect of over 65% in size
Target sequence (P08659 whole entry, looked up): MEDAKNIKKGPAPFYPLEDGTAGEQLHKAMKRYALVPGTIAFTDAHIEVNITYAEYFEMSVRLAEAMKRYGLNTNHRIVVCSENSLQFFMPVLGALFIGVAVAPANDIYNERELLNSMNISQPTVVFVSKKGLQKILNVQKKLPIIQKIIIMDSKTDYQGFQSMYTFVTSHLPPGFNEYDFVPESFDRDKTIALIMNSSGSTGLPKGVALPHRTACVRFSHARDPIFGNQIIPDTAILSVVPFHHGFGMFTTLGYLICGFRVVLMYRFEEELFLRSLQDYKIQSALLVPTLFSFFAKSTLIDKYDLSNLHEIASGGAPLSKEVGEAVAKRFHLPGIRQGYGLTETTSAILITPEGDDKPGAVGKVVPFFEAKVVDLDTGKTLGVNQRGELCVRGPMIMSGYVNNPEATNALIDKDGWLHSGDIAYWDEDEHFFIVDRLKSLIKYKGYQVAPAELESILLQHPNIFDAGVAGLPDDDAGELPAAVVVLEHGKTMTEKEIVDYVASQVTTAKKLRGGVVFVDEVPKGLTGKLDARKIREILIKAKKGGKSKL
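Biochemical qHTS: compound (6-point titration) added to 10uM D-luciferin plus 10uM ATP in Tris acetate pH 7.5 buffer with Mg, Tween-20 and BSA, then purified enzyme at 10nM; light output imaged.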
Numbers without * were called inactive; i = inactive; ? = inconclusive; / = no result given; & = joins results of further samples; [ ] = dose if it differs, or a comment. Unless noted, the call rests on the fitted dose curve; in most records, active means well fitted curve in the direction sought with a large enough effect; inconclusive means small, poorly fitted or top-dose-only effect, or another doubt; inactive means no such curve, though single readings can be large; an effect the other way counts as inactive or inconclusive. Unless noted, on the % scale 0 is the no-effect control and ±100 the full control effect. The list is partial. The share of hits here may be higher or lower than overall.

No.	canonical_smiles	GPT2 inhibitor	FLuc inh	HEK293 tox	SNCA expr inh	HEK293 viab	IP6K1 inh	NIH3T3 tox
1	CN(CCc1noc(C2CN(C(=O)c3ccccc3C(F)(F)F)C2)n1)C(=O)C1CC1	i	1.8%	-16.8%	-11.9%	-3.4%	-5.5	-3.4%
2	CNC(=O)[C@@H](c1ccccc1)N1CCC[C@H]1C(=O)NC1CCCCC1	-4.9%[88.5 µM]	-4.1%[172 µM]	4.4%[172 µM]	35.9%[activator][87.6 µM]	2.4%[87.6 µM]	3.0	i
3	CCCC(=O)n1nc(-c2ccco2)nc1NCc1ccccc1Cl	/	/	/	18.4%	-5.1%	-3.5	/
4	Cn1c(CCNC(=O)C23CCCC=C2N(Cc2ccccc2)C(=O)CC3)nc2ccccc21 (stereo not given)	?	-17.5%	-19.3%	34.3%[activator]	4.1%	0.2	-16.4%
5	CCOC(=O)CCNC(=O)N1CC[C@H]2C(=O)NCCCCCCN(Cc3ccncc3)[C@@H]2C1	i	-0.6%	i	-0.4%	0.2%	3.2	4.8%
6	CN1CCCCCCN(C(=O)C2CCCCC2)[C@H]2CCC[C@H]2C1=O	i	4.1%	-20.3%	-0.1%	5.3%	-9.1	-11.4%
7	CC(C)c1nnc(C2CN(C(=O)c3ccc(Cl)s3)CC23CCOCC3)o1 (stereo not given)	-10.8%	-0.5%	0.7%	-5.2%	-0.3%	9.5	-13.3%
8	Cc1ccc(C(=O)N2C[C@@H](C)[C@](O)(C3CC3)C2)s1	3.8%	-0.9%	-22.7%	14.8%	7.0%	8.1	-19.2%
9	CN(C)CCNC(=O)C[C@@H]1CCNC[C@@H]1Cc1cc(-c2ccc(C(C)(C)C)cc2)on1	-0.6%[88.5 µM]	-2.6%[172 µM]	31.6µM*	-17.0%[87.6 µM]	-19.1%[87.6 µM]	1.8	39.8µM*
10	O=C(CCn1ccc(=O)[nH]c1=O)N1CCN(Cc2ccccc2)CC(O)C1 (stereo not given)	i	3.2%	-0.2%	2.6%	-5.8%	-3.3	i
11	N#Cc1cccnc1N1CCN(c2nccc(N3CCCC(O)C3)n2)CC1 (stereo not given)	1.4%	7.2%	?	30.4%[activator]	-8.2%	7.4	?
12	O=C(NCc1nnc2cc(-c3nc(C4CC4)no3)ccn12)c1ccc(F)cc1	i	0.4%	-1.3%	11.5%	-5.4%	-5.2	4.2%
13	CNC(=O)c1cc(C2CC2)nc2onc(C3CCN(C(=O)COC)CC3)c12	/	/	i	/	/	-12.7	i
14	COc1ccc(-c2cc(N3CCC(NC(=O)c4ccc(N(C)C)cc4)C3)n[nH]2)cc1 (stereo not given)	?	-24.6%	70.8µM*	9.7%	-6.3%	6.8	?
15	CC(C)Cc1cc(CC2(NCc3ccccc3O)COC2)no1	-6.7%[88.5 µM]	10.9%[172 µM]	?	-10.8%[87.6 µM]	-9.3%[87.6 µM]	9.7	?
16	COc1ccc(OCC(=O)NCC2(N3CCN(C)CC3)CCCCC2)cc1	/	/	/	29.3%	-8.3%	14.7	/
17	Cc1[nH]c2ccc(C(=O)N3CC[C@@](C)(O)[C@@H](O)C3)cc2c1C	2.8%	2.8%	-2.6%	1.5%	-12.8%	-6.3	1.2%
18	COc1ccccc1CN1CC(CNC(=O)Nc2ccccc2)C2(C1)CN(c1ccccc1)C2 (stereo not given)	-14.3%	-1.1%	79.4µM*	-1.9%	-7.4%	14.8	?
19	Cc1nn(S(=O)(=O)c2ccc(C(C)(C)C)cc2)c(C)c1S(=O)(=O)N1CCC(C)CC1	/	/	/	37.1%	13.1%	15.7	/
20	Cc1nn2c(c1-c1ccccc1C(C)C)N(Cc1ccc(C(=O)O)cc1)CCC2	i	-9.0%[172 µM]	?	-11.1%[87.6 µM]	0.8%[87.6 µM]	26.0	7.08µM*
21	COc1ccccc1N1CCN(C(=O)Cn2ncc3ccsc3c2=O)CC1	/	/	/	26.9%	-2.2%	15.1	/
22	CS(=O)(=O)N1C[C@@H]2OCC(=O)N(Cc3ccccc3)[C@@H]2C1	i	-6.6%[172 µM]	-7.9%[172 µM]	-24.3%[87.6 µM]	5.3%[87.6 µM]	-1.5	-6.2%[138 µM]
23	COc1cccc(CNC(=O)CCc2c(C)nc3c(c2C)c(=O)n(C)c(=O)n3C)c1	/	/	/	4.7%	-13.9%	18.2	/
24	COc1cccc(CNC(=O)[C@@H]2C[C@@H](O)CN2C2CCN(C(=O)c3cc(C)n(C)n3)CC2)c1	-2.4%	0.8%	-3.2%	-25.2%	13.6%	-1.1	-9.0%
25	O=C(COc1ccc(F)cc1)N1CCCC(c2noc(COc3ccccc3F)n2)C1 (stereo not given)	-3.4%	?	?	22.5%	-22.5%	6.5	?
26	Cc1cccc(CC(=O)NC2CC(=O)N(c3ccccc3)C2)c1 (stereo not given)	/	/	/	38.3%[activator]	-0.2%	-2.6	/
27	CCN(Cc1ccncc1)C(=O)c1ccc2c(c1)C(O)CCCCCN2CCOC (stereo not given)	i	-10.6%	-13.6%	-12.9%	-4.0%	-1.3	?
28	CN(Cc1cccn1C)C(=O)c1cccc(Cl)c1	i	-7.5%[172 µM]	-25.3%[172 µM]	13.8%[87.6 µM]	2.4%[87.6 µM]	-0.3	-22.5%[138 µM]
29	CC1=Nc2cc(C(=O)NCc3ccc(C)cc3)ccc2Sc2ccc(Cl)cc21	1.2%	10.3%	31.6µM*	4.0%&-22.6%	-3.4%&-7.6%	-14.3&-3.8	?
30	COc1ccc(CCN2C(=O)O[C@@H]3CN(c4nc(C)cc(C)n4)C[C@@H]32)cc1	i	2.0%	-21.6%	-7.0%	-9.6%	21.0	-26.0%
31	O=C(CCc1ccccc1)N1CCC2(CC1)CN(c1ncccn1)CC2CO (stereo not given)	i	5.3%	-6.5%	-10.6%	6.0%	18.4	-19.8%
32	CN1CCCC2(C1)CN(Cc1cccnc1)c1ccc(C(=O)Nc3ccc(F)cc3)cc12 (stereo not given)	-2.1%[88.5 µM]	-5.5%[172 µM]	?	0.0%[87.6 µM]	0.0%[87.6 µM]	-3.6	?
33	COc1cccc(CNC(=O)COCc2cc(-c3ccc4c(c3)OCO4)on2)c1	/	/	/	-4.6%	-14.2%	-21.4	/
34	Fc1cc(Nc2ncc(-c3ccccc3)c3c2OCC3)cc(N2CCOCC2)c1	2.9%[88.5 µM]	2.1%[172 µM]	?	-4.3%[87.6 µM]	-6.5%[87.6 µM]	-10.3	?
35	Cc1cnc(CC2CCNC2)n1C(C)C (stereo not given)	i	-15.5%	2.6%	11.5%	4.2%	-9.6	-13.8%
36	COc1ccc2nc(C[C@@H]3C[C@@H](C(C)C)[C@H](CNC(=O)CC4(CC(=O)O)CCCC4)C=C3C)[nH]c2c1	-5.8%	-8.4%	-25.8%	-0.9%	-20.4%	-1.7	-26.4%
37	O=C(CCCc1ccccc1)N1CCC(Cc2noc(-c3ccccc3)n2)C1 (stereo not given)	3.5%	/	?	3.6%	-3.9%	14.8	?
38	O=C(c1ccccc1C1CCNC1)N1CCC(Nc2ncccn2)CC1 (stereo not given)	i	3.4%	-1.4%	?	-1.1%	-6.3	2.0%
39	COc1cc2c(=O)c(S(=O)(=O)c3ccccc3)cn(CC(=O)Nc3ccccc3C)c2cc1OC	/	/	/	24.5%	-1.1%	3.3	/
40	CCc1ccc(CNC(=O)C2CCCN(c3nnc(C)c4c(C)n(-c5ccccc5)nc34)C2)cc1 (stereo not given)	/	/	/	-14.3%	?	-0.7	/
41	CCOC(=O)c1cccc(NC(=O)N2CC[C@@H](CC(=O)NCc3ccccc3)[C@@H](CC)C2)c1	0.8%	-7.5%	?	-0.6%	0.8%	6.8	?
42	CN1[C@@H](CCC(=O)NCc2ccc(F)cc2)CNC(=O)[C@@H]2[C@H]1CCN2Cc1ccc(S(C)(=O)=O)cc1	-0.7%	7.5%	3.3%	2.8%	13.1%	1.8	i
43	COc1ccc(Cn2c(SCc3ccc(C(=O)NCc4ccc(C)cc4)cc3)nc3cccnc32)cc1	/	/	/	?	-5.7%	6.7	/
44	CC1CCc2c(sc3nnn(Cc4ccccc4)c(=O)c23)C1 (stereo not given)	/	/	/	-2.5%	10.0%	-9.8	/
45	O=C1CCC2(CNC(=O)C3CCC3)CCCC=C2N1 (stereo not given)	1.1%	0.0%	-22.6%	-24.2%	2.4%	12.0	-14.0%
46	CC1=C[C@@H](CNC(=O)COc2ccccc2)[C@H](C(C)C)C[C@H]1CC(=O)NCc1cccnc1	4.3%	6.7%	?	?	-14.9%	0.1	?
47	O=C1NCC2(CCN(C(=O)c3ccccc3C3CCNC3)CC2)O1 (stereo not given)	?	-3.1%	-21.9%	-9.1%	-14.6%	0.0	-4.0%
48	Cc1ccc(CNC(=O)c2ccc3c(c2)N(C(=O)c2ccc(F)cc2)CC3)o1	-3.7%	4.6%	?	-16.0%	-20.5%	-2.1	?
49	COCCn1c(CNC(=O)c2cc(OC)c(OC)c(OC)c2)nc2cccnc21	/	/	/	50.0%	-2.3%	31.7	/
50	COc1ccc(C2(C(=O)N3C[C@@H](Oc4cccnc4)C[C@H]3C(=O)NC3CC3)CC2)cc1	-0.4%	0.8%	-0.9%	-3.9%	2.5%	1.7	i
51	CN(C)c1ccc(CN2CC(Oc3ccc(F)cc3F)C2)cc1	-9.2%	/	?	10.6%	0.5%	-4.8	?
52	CC(C)NC(=O)c1cc2c(Cl)nc3ccccc3c2s1	/	/	/	64.0%[activator]	5.2%	12.2	/
53	Cc1cc(NC(=O)N2CCC(n3cnnc3C3CC3)C2)ccc1Br (stereo not given)	i	8.6%	3.1%	-0.7%	2.0%	7.5	-12.9%
54	COc1ccc(CNC(=O)c2cc3c(=O)n(Cc4cccs4)ccc3nc2C)cc1	/	/	/	-4.7%	-21.0%	-4.0	/
55	COCCCNC(=O)Cn1c(=O)n(-c2cccc(C)c2)c(=O)c2c1c1cc(C)ccc1n2C	/	/	/	2.6%	?	15.1	/
56	Cc1nc(C(C)C)cc(N2CCC(Oc3cccc(F)c3)(C(=O)O)CC2)n1	-3.4%	-1.5%	-3.0%	-3.2%	-1.5%	-1.4	-25.0%
57	Cc1n[nH]c(C)c1S(=O)(=O)N(CC(=O)NCc1ccccc1Cl)c1ccc(C(C)C)cc1	/	/	/	?	-24.4%	-3.4	/
58	CNC(=O)c1cc2cc(-c3c(C)noc3C)nc(-c3ccccc3C)c2o1	i	3.1%[172 µM]	?	53.8%[activator][87.6 µM]	-12.7%[87.6 µM]	5.2	11.2µM*
59	Cc1cn2c(=O)cc(CN3CC(=O)N(C)c4ccccc4C3=O)nc2s1	1.6%	11.2%	i	-11.3%	-7.4%	11.6	i
